# Compound activity as filed in PubChem BioAssay.
# tim23-1 inh: tim23-1 yeast growth inhibition. 330,000 tested, 1.3% active. inhibition, % at 20 µM. S. cerevisiae tim23-1 growth, BacTiter-Glo luminescence, 24 h;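 active = growth inhibition of the mutant yeast at or above 50%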;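 note: temperature-sensitive mutant grown at 25 °C; plate controls were DMSO-treated mutant yeast for no effect and medium wells lacking yeast for full effect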
# Mdm2 MdmX PPI: human Mdm2/MdmX binding inhibition | O15151+Q00987 | SaOS-2 split-luciferase Mdm2/MdmX complementation, luminescence | inhibition, % at 8 µM | 330,000 tested, 3% active | AID 485346;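 active = inhibition of at least 50% at 8 µM in the primary screen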
# Target sequence (O15151 whole entry, looked up): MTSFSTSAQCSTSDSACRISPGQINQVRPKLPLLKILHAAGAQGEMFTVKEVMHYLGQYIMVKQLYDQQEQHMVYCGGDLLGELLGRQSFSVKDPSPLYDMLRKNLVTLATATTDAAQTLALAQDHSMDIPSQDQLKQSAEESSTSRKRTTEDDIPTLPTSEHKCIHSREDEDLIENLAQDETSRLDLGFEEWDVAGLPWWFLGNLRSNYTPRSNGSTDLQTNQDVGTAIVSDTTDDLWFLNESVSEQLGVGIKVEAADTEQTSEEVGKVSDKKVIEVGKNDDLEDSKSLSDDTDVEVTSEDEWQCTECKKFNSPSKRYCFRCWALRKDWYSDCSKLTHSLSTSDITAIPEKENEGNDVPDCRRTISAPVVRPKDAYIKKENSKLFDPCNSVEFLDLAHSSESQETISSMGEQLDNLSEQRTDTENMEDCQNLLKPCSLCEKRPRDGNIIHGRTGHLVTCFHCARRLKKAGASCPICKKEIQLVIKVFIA
# Target sequence (Q00987 whole entry, looked up): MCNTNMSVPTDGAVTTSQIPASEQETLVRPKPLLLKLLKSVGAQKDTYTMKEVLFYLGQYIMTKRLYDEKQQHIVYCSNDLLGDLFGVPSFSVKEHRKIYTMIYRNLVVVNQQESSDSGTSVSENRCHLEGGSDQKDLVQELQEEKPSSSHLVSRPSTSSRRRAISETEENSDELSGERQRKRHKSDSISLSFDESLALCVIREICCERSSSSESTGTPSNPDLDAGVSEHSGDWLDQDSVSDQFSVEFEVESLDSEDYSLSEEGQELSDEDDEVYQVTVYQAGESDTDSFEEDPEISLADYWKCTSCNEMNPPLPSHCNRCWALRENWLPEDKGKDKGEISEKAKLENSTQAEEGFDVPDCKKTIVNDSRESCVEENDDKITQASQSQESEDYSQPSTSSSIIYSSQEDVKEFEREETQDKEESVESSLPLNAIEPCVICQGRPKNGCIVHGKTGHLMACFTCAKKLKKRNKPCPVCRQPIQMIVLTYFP
# TIM10 inh: inhibits growth of TIM10 yeast strain. S. cerevisiae TIM10 strain growth, BacTiter-Glo luminescence, 24 h. inhibition, % at 10 µM. 330,000 tested, 1.4% active;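 active = inhibition of 40% or more at the single tested concentration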;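 note: wild-type TIM10 isogenic control strain grown at permissive 25 °C; 0% = DMSO yeast wells and 100% = minimal medium wells without yeast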
# CHOP UPR activ: activators of apoptotic arm of unfolded protein response (CHOP). activation, % at 10 µM. 330,000 tested, 0.34% active. CHO-CHOP luciferase reporter, UPR activation, luminescence; percent of tunicamycin response over DMSO baseline;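 active = at 10 µM dose, activation of 40% or more, normalized to positive control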;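 note: 100% = tunicamycin at 10 µg/mL and 0% = DMSO alone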
#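 System: CHO-CHOP luciferase reporter cell line | Buffer or medium: F12 medium containing 10% fetal bovine serum | Doses: One dose, 10 µM in 0.5% DMSO | Times: 6 h compound exposure at 37 °C after overnight seeding | Signal: Luciferase luminescence | Read-out: % activation vs tunicamycin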
# APJ antagonist: blocks the human apelin receptor APJ; P35414; CHO-K1 APJ beta-arrestin complementation, luminescence; inhibition, % at 20 µM; 330,000 tested, 0.32% active; AID 2521;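 active = inhibition above about 40% at 20 µM, limit read from the data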;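 note: cells challenged with 10 nM apelin-13 agonist together with compound; plate controls were apelin-13 plus DMSO wells for no effect and DMSO wells lacking apelin-13 for full effect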
# APJ agonist: APJ receptor agonism. CHO-K1 APJ PathHunter beta-arrestin, luminescence; 0% DMSO wells, 100% apelin. 330,000 tested, 0.11% active. activation, % at 20 µM. AID 2520;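 active = activation more than six SD over the plate average, tested at 20 µM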;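 note: 0% = DMSO alone and 100% = apelin-13 at 10 nM; some results filed as inactive read as strong as hits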
#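 system = engineered CHO-K1 APJ arrestin reporter cells | input = 1000 cells per well | timing = overnight seeding, 90 min compound at 25 °C, 1 h detection | measured by = enzyme-fragment complementation luminescence | read-out = beta-arrestin recruitment to APJ as agonist activity, luminescent signal | control set = negative DMSO alone, positive Apelin-13 at 10 nM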
# tim10-1 inh: inhibits growth of tim10-1 mutant yeast; S. cerevisiae tim10-1 ts strain growth, BacTiter-Glo, 24 h; inhibition, % at 20 µM; 330,000 tested, 2.2% active; AID 463190;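 active = inhibition of at least 40%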;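 note: mutant grown at 25 °C; 0% = DMSO wells with yeast and 100% = wells holding no yeast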
# CXCR6 inh: CXCR6 (human) receptor inhibition | O00574 | inhibition, % at 20 µM | 360,000 tested, 0.36% active | CHO-K1 PathHunter CXCR6 beta-arrestin, luminescence; in the data active = inhibition above about 34%, passing the limit was not always enough;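 note: antagonist mode with CXCL16 agonist at 10 nM final; 0% = 10 nM CXCL16 with DMSO and 100% = unstimulated wells without agonist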
# XBP1 UPR activ: adaptive UPR (XBP1) activation; CHO-XBP1 luciferase reporter, IRE1-XBP1 UPR activation, luminescence; percent of tunicamycin response, DMSO as zero; activation, % at 20 µM; 330,000 tested, 0.33% active; AID 463104;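 active = versus positive control, 20 µM dose yields 30% or more activation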;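 note: 100% = tunicamycin at 10 µg/mL and 0% = DMSO only wells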
#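 Material: IRE1-XBP1 luciferase reporter CHO line / Quantity: one thousand reporter cells per well / Buffer or medium: F12 with 10% serum / Compound: 20 µM single concentration, DMSO 1% / Times: 6 h treatment, 37 °C / Detection: Steady-Glo luciferase glow luminescence, 10 min after reagent addition / Benchmarks: tunicamycin high, DMSO low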
# The depositor's hits bear a star. This is a subset. The share of hits here may be higher or lower than overall.
SMILES,tim23-1 inh,Mdm2 MdmX PPI,TIM10 inh,CHOP UPR activ,APJ antagonist,APJ agonist,tim10-1 inh,CXCR6 inh,XBP1 UPR activ
COc1ccc(CN2CCNC(=O)C2CC(=O)NCCC2=CCCCC2)cc1OC (stereo not given),3.8,9.5,-6.4,0.9,-8.4,-4.3,1.5,-3.6,0.2
Cc1ccc(C)c(NC(=O)CCN2CCOCC2)c1,-2.8,2.7,5.7,-1.5,-4.8,-3.1,9.0,-0.7,-2.4
Cc1ccc(C(=O)Nc2nnc(C)s2)cc1,21.1,-27.3,1.1,0.8,-9.3,-2.0,25.8,-15.4,-0.8
CC(NC(=O)CN1C(=O)NC2(CCCC2)C1=O)c1ccc(Cl)cc1Cl (stereo not given),13.7,9.2,-2.5,-0.4,14.2,-5.7,6.1,8.6,-2.9
Cc1cccc(N2CN=C3SCC(=O)N3C2)c1,5.7,20.2,12.2,0.2,-0.2,-2.4,9.6,-6.4,-1.4
O=C(COc1ccc(F)cc1)Nc1cc(S(=O)(=O)N2CCCCC2)ccc1N1CCCCC1,8.7,30.3,-0.7,1.5,1.9,-5.5,0.4,19.4,-1.9
COc1ccccc1C(=O)n1nc(-c2ccco2)nc1N,17.6,13.9,-10.0,-1.7,-9.3,-0.8,13.1,-4.1,-2.5
COc1ccc(C(=O)Nc2cc(C)nn2-c2ccc(F)cc2)cc1,13.1,7.4,-0.6,6.7,13.5,-1.6,-3.1,1.2,-4.9
Cc1cccc(CSc2ncnc3c2cnn3Cc2ccccc2)c1,-11.2,-10.0,-15.4,-2.4,8.7,-4.8,3.3,9.1,0.7
OCC1(Cc2ccccc2C(F)(F)F)CCN(Cc2ccccc2)CC1,21.0,10.9,-11.2,-1.3,-1.3,-1.6,-18.1,-3.3,-0.1
CN1CCN(C(=O)c2ccc3c(c2)N(Cc2cccc(Cl)c2)C(=O)c2ccccc2S3(=O)=O)CC1,3.9,7.1,7.3,-1.4,-14.0,-3.7,-10.0,-1.4,-2.7
NS(=O)(=O)c1ccc(NC(=S)NCc2cccs2)cc1,0.9,13.4,-2.9,-0.9,6.0,-0.2,-0.1,-18.1,0.1
C=CCN(CC=C)C(=S)NC(=O)c1ccc(OC)cc1,25.6,16.1,7.3,-0.5,17.5,-3.5,2.3,8.5,-0.1
CCc1cccc(NC(=O)C2CCN(S(=O)(=O)c3ccc4c(c3)NC(=O)CO4)CC2)c1,20.6,-2.4,-6.0,-0.2,-11.6,5.4,-5.1,-4.2,-6.8
CCCn1c(N)c(N2CCCCC2)c(=O)n(CC(=O)Nc2ccccc2)c1=O,-3.7,-10.7,1.9,1.2,22.9,-3.3,-4.5,3.7,0.6
O=C(Nc1ccccc1)c1ccc(Cn2cc(C(F)(F)F)ccc2=O)cc1,13.0,13.6,15.1,-1.6,12.9,-4.3,14.7,4.1,3.6
O=C(Cn1cc(/C=N/NC(=O)c2ccccc2Br)c2ccccc21)Nc1ccc(F)cc1,-1.8,12.4,13.4,-0.1,0.2,-3.4,1.4,-7.2,-0.1
Cc1ccc(C)c(S(=O)(=O)N2CCN(C(=O)c3cc(S(=O)(=O)NCc4ccccc4)ccc3C)CC2)c1,4.2,35.4,-0.2,-1.2,-3.3,-2.0,11.6,-5.9,-2.1
CN1CCC(=NNC(=O)C(=O)Nc2ccccc2)CC1,5.9,13.7,0.3,0.9,-11.7,5.4,-2.2,-0.4,-1.0
CC(C)=CCc1c(O)c(CC=C(C)C)c2c(c1O)C(=O)CC(c1ccc(O)cc1)O2 (stereo not given),33.0,24.0,6.7,0.1,-1.9,-3.8,31.9,4.5,3.1

# The closing three compounds of the section above open the next one:
SMILES,tim23-1 inh,Mdm2 MdmX PPI,TIM10 inh,CHOP UPR activ,APJ antagonist,APJ agonist,tim10-1 inh,CXCR6 inh,XBP1 UPR activ
Cc1ccc(C)c(S(=O)(=O)N2CCN(C(=O)c3cc(S(=O)(=O)NCc4ccccc4)ccc3C)CC2)c1,4.2,35.4,-0.2,-1.2,-3.3,-2.0,11.6,-5.9,-2.1
CN1CCC(=NNC(=O)C(=O)Nc2ccccc2)CC1,5.9,13.7,0.3,0.9,-11.7,5.4,-2.2,-0.4,-1.0
CC(C)=CCc1c(O)c(CC=C(C)C)c2c(c1O)C(=O)CC(c1ccc(O)cc1)O2 (stereo not given),33.0,24.0,6.7,0.1,-1.9,-3.8,31.9,4.5,3.1
CCC1(C)Nc2ccccc2C(=O)N1O (stereo not given),5.2,11.7,-16.1,0.1,8.2,-0.7,5.3,-6.8,-5.0
COc1ccc(NC(=O)CCN2C(=O)c3ccccc3C2=O)cc1,-5.6,11.4,-12.5,1.3,10.0,1.0,-10.3,-1.7,-5.4
Cc1cccc(C(=O)OCC(=O)NC(C)C2CC3CCC2C3)c1O (stereo not given),35.8,-5.2,21.6,-0.3,18.0,-1.6,11.8,0.5,1.9
Fc1cnc(N/N=C/c2ccc(-c3ccc(Br)cc3)o2)nc1N1CCOCC1,51.2*,59.5*,32.9,6.0,6.5,6.9,42.9*,7.2,0.1
O=C(Nc1cnc2ccccn2c1=O)c1ccc(F)cc1,-3.6,-61.7,-3.6,4.9,-18.2,-1.3,-0.4,3.3,-1.2
CCN1C(=O)[C@H]2[C@@H](c3ccc(-c4ccc5c(c4)OCO5)c(OC)c3)N[C@@](CC(C)C)(C(=O)OC)[C@H]2C1=O,18.6,12.0,16.4,1.6,0.5,2.4,17.0,-4.7,0.2
COC(=O)c1ccccc1NC(=O)c1cccc(NC(=O)CSCc2ccccc2)c1C,16.5,9.4,-106.4,2.7,15.0,-6.4,14.7,5.9,-0.1
CCN(c1ccccc1)S(=O)(=O)c1ccc(Cl)c(NC(=O)COC(=O)c2ccc[nH]c2=O)c1,13.8,-18.4,5.1,-1.4,2.2,-2.0,-3.1,-3.9,-1.2
Cn1nc([N+](=O)[O-])nc1Sc1nnnn1-c1ccc(C(=O)O)cc1,4.1,4.7,-9.5,0.3,-29.9,0.4,-5.3,-10.2,-0.1
O=C(O)C1CCCN1S(=O)(=O)c1ccc2c(c1)CCC2 (stereo not given),3.4,-8.5,0.1,-1.0,-5.6,3.6,-9.1,-7.4,-3.3
CCc1ccccc1NC(=O)CNCC(=O)Nc1ccccc1CC,13.4,14.3,5.2,1.8,0.4,-1.0,21.0,2.7,-2.1
CCOc1cc(S(=O)(=O)Nc2ccncc2)ccc1F,-3.9,-0.5,-1.7,-0.4,-0.6,0.7,-3.7,-2.9,-2.4
CCOC(=O)COc1ccc(S(=O)(=O)N2CCN(c3ccccc3)CC2)cc1,23.0,16.3,5.4,1.8,1.6,-1.5,32.7,4.7,-1.9
Cc1ccc(NC(=O)N2CCCc3ccccc32)cc1,16.3,9.5,9.4,1.0,3.8,-1.9,11.9,10.0,-1.4
O=C(c1cccc(-n2cnnn2)c1)N1CC=C(c2ccccc2)CC1,5.2,-6.2,3.6,2.9,4.8,-2.0,15.1,-3.7,1.0
CC(C)=CCc1c(O)cc(O)c2c1OC(c1ccc(O)cc1)CC2=O (stereo not given),34.5,11.2,8.9,2.6,2.4,-3.9,21.4,3.0,6.4
CCOC(=O)C1=C(O)/C(=C/c2ccc(OCC(=O)Nc3ccc(C)cc3)cc2)N=C1C,0.8,14.6,4.9,1.7,1.3,5.4,-0.4,0.1,51.4*
O=C(NC1=NCCS1)C1CC(=O)N(c2ccc(F)cc2)C1 (stereo not given),3.8,-1.5,-7.8,0.0,-9.0,6.8,-14.4,-0.3,0.1
CC1CCCC(C)N1C(=O)c1ccc2c(c1)S(=O)(=O)c1ccccc1C2=O (stereo not given),18.2,-3.7,-27.2,-0.2,-15.3,1.7,-14.6,-9.0,3.4
CCOc1ccc(N=CC2=C(O)CC(C)(C)CC2=O)cc1,2.6,6.8,-11.8,4.9,0.1,-1.0,16.9,2.2,2.8
Clc1ccc(-c2nnc(N3CCCC3)nn2)cc1,-2.4,-144.6,-15.9,0.2,15.9,-1.6,21.3,2.2,-0.8
COc1ccc(OC)c(C(=O)c2ccc(C(=O)Nc3ccc4ccccc4c3)cc2)c1,12.1,11.8,14.2,2.6,5.1,-2.2,10.4,1.6,-0.6
CCCn1nnc(NC(=O)COc2ccc(Cl)cc2)n1,3.2,-13.1,14.9,0.4,-1.6,-5.1,9.8,8.5,-0.2
Cc1ccc(S(=O)(=O)N2CCCC2C(=O)O)cc1 (stereo not given),5.7,-6.3,-3.1,-2.8,-5.9,-1.3,-0.8,5.4,-0.8
CCOC(=O)C1=C(O)/C(=C/c2cc(OC)c(OC)c(OC)c2)SC1=Nc1ccc(OC)cc1,8.0,49.9,14.9,3.7,12.6,1.2,6.8,0.4,35.9*
COc1ccc(C)cc1Nc1n[n+](-c2ccccc2)c(-c2cccc(Cl)c2Cl)s1,32.8,28.3,13.3,-2.3,21.3,-5.6,22.9,17.8,1.1
CCOC(=O)c1c(NC(=O)CN(C)C2CCN(C)CC2)sc(C(=O)Nc2ccccc2)c1C,2.6,20.0,5.1,3.4,7.8,-4.2,-39.0,-6.7,1.4
CCOc1ccc(NC(=O)[C@@H]2CCCN2C(=O)c2cccs2)cc1S(=O)(=O)N1CCOCC1,17.3,11.8,2.7,0.8,5.8,-4.3,12.4,-2.6,-1.8
CCOC(=O)C1(C)/C(=N/Nc2ccccc2OC)C(=O)C(=O)N1c1ccccc1 (stereo not given),29.6,36.9,20.6,-0.4,11.3,-3.5,34.2,8.1,-3.2
O=C1CN(C(=O)C2CC2)c2ccccc2N1,-1.2,13.7,-12.7,-0.5,-4.2,-0.3,17.0,0.6,-0.3
O=C(N1CCN(c2ccccc2)CC1)C(F)(F)C(F)F,-8.1,-5.3,-18.1,-0.8,24.6,-3.5,-2.1,5.8,-0.6
Cc1nc2ccc(Br)cc2c2c1CC(CO)O2 (stereo not given),3.7,0.4,12.3,2.2,8.1,-4.5,-2.0,6.0,3.0
CCN(c1ccccc1)S(=O)(=O)c1ccc(NCC2COc3ccccc3O2)nc1 (stereo not given),10.5,20.6,22.3,2.0,35.9,0.0,26.7,-1.4,-1.1
CCOc1ccc(CCNC(=O)CCNC(=O)c2ccc(Br)cc2)cc1OCC,4.9,11.3,-0.5,-0.8,4.3,-2.0,9.9,3.2,-4.8
COc1ccc(-c2nc3n(c2C)Cc2ccccc2-3)cc1,5.6,-82.7,-8.0,5.0,-9.9,1.2,15.1,7.4,4.5
N#Cc1c(NCc2ccccc2)ccnc1Cl,18.1,40.2,8.2,-2.0,-2.3,-4.8,11.2,3.4,-1.0
COc1ccc2c(c1)[nH]c1c(=O)n(CCc3cnc[nH]3)cnc12,-9.8,-20.4,-5.2,2.9,3.6,-6.4,11.5,5.1,1.7
Cc1ccc(S(=O)(=O)c2c(CO)c(-c3ccccc3)nn2C)cc1,18.8,17.2,-10.2,-0.3,-0.9,-2.9,0.9,2.1,-2.3
COc1ccc(-c2[nH]ncc2CN2CCC(C(=O)N3CCOCC3)CC2)c(F)c1,1.5,23.8,11.1,1.5,17.2,-1.8,5.8,6.9,-0.5
